Screening data (PubChem BioAssay)
DAX1 inh-1: inhibits human nuclear receptor DAX1 | HEK293 Gal4-DAX1 luciferase reporter, luminescence | inhibition, % at 6.75 µM | 340,000 compounds, 0.99% hits | AID 504766;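 active = inhibition above the mean over all tested compounds plus 3 SD, cut at about 4.2% in these data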;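 note: 0% = DAX1-transfected cells with DMSO and 100% = empty-vector control cells with DMSO; inhibition shows as a rise in luminescence from relieved DAX1 repression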
Target sequence (P51843 207-470 limits assumed): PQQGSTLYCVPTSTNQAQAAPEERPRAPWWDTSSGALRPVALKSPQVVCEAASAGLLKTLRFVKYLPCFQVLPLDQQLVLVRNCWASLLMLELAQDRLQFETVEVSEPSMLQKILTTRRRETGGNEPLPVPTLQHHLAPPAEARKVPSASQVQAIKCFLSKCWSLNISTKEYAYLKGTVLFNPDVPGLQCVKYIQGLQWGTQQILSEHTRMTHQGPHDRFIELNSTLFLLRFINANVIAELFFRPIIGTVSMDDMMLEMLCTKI
proKLK7 act: activators of human kallikrein-7 zymogen. P49862. purified proKLK7, EDANS-DABCYL substrate fluorescence; 100% is mature enzyme control, 0% vehicle. activation, % at 7 µM. 370,000 compounds, 0.9% hits. AID 652039;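 active = activation above the mean of all tested compounds plus 3 SD, computed per campaign excluding outliers beyond control limits, cut at about 13% in these data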
Target sequence (P49862 whole entry, looked up): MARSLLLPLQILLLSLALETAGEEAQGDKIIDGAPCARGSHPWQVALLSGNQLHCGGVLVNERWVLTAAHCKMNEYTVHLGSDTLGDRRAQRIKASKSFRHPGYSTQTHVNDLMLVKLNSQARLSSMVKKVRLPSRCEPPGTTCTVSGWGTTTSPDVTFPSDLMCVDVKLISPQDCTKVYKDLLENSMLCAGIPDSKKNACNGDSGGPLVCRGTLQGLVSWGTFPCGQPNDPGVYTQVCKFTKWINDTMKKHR
hcDAF-12 act: activates DAF-12 receptor from parasite H. contortus; HEK293 hcDAF-12 lit1-tk-luc reporter, luminescence; 0% DMSO, 100% Δ7-dafachronic acid; activation, % at 6.8 µM; 370,000 compounds, 1.4% hits;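 active = activation above the mean of all tested compounds plus 3 SD, cut at about 5.5% in these data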;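 note: 100% = response to 3 µM Δ7-dafachronic acid high control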
NPR1 activator: GC-A (human) enzyme activation; HEK293 GC-A cells, cGMP TR-FRET, EC30 ANP; 0% at EC30 ANP, 100% saturating ANP; activation, % at 10 µM; 370,000 compounds, 0.14% hits; in the data active = activation above about 40%
DAX1 inh-2: DAX1 (NR0B1) inhibition, primary screen. HEK293T StAR-luciferase reporter, SF-1/DAX-1 repression relief. inhibition, % at 6.8 µM. 370,000 compounds, 1.1% hits. AID 652010;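 active = inhibition above the mean over all tested compounds plus 3 SD, cut at about 3.6% in these data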;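 note: 0% = DAX-1 cells with DMSO and 100% = cells lacking DAX-1 with DMSO; higher inhibition means more luminescence from relief of DAX-1 repression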
sPLA2-III inh: Blocks human group III sPLA2 activity | inhibition, % at 12.2 µM | Q9NZ20 | AID 743126 | 370,000 compounds, 0.56% hits | QFRET BODIPY PC-A2 liposome hydrolysis, fluorescence;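 active = inhibition above mean plus 3 SD of compounds lying within the high and low control bounds, cut at about 19% in these data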;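 note: 0% = median of test compound wells and 100% = no enzyme DMSO wells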
Target sequence (Q9NZ20 whole entry, looked up): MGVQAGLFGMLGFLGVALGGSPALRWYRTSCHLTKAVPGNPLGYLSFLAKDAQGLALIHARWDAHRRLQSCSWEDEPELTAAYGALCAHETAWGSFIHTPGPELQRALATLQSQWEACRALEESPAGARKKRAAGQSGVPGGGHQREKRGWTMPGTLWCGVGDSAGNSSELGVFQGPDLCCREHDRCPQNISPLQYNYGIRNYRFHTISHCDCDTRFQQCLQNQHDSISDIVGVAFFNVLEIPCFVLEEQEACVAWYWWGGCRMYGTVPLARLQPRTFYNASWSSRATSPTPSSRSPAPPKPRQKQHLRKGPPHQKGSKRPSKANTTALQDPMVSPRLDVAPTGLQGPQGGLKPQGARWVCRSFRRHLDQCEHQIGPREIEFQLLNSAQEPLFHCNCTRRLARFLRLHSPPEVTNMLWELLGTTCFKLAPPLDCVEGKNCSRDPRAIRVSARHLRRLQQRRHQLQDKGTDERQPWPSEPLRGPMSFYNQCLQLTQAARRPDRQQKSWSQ
SMARCA2 act: increases SMARCA2 function in MMTV reporter cells; activation, % at 9.1 µM; 370,000 compounds, 1% hits; MG213 cells, MMTV-luciferase reporter, dexamethasone, overnight; in the data active = activation above about 7.8%;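 note: 0% = vehicle wells and 100% = reference activator wells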
hgDAF12 agonist: activates the H. glycines DAF-12 receptor ligand-binding domain. HEK293 GAL4-hgDAF12 UAS-luciferase reporter, agonist luminescence; normalized to butyrate control. activation, % at 6.8 µM. 370,000 compounds, 1.8% hits. AID 687014;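 active = activation above a cutoff set at the mean of all screened compounds plus 3 SD, cut at about 10% in these data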;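 note: 0% = DMSO wells and 100% = sodium butyrate wells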
GAA850 FXN act: increases GAA850 frataxin promoter reporter activity | HEK293 lucGAA850 FXN promoter luciferase reporter, 24 h; percent of 10 µM SAHA response | activation, % at 6 µM | 360,000 compounds, 0.56% hits | AID 540364;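 active = activation above the average of all compounds screened plus 3 SD, cutoff fixed separately per campaign, cut at about 7.5% in these data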;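 note: 0% = DMSO wells and 100% = 10 µM SAHA wells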
NPR2 activator: GC-B (human) receptor activation | 370,000 compounds, 0.11% hits | HEK293-GC-B cells, CNP EC30, cGMP TR-FRET; 0% at EC30 CNP, 100% saturating CNP | activation, % at 10 µM;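 active = activation at 10 µM reaching about 35% in either raw or pattern-adjusted values, limit read from the data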
ssDAF12 agonist: S. stercoralis DAF-12 activation, primary screen | HEK293 ssDAF-12/GRIP1 lit1-tk-luc reporter, luminescence; % of 3 µM dafachronic acid response | activation, % at 6.8 µM | 370,000 compounds, 1% hits | AID 652126;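 active = activation above the mean over all tested compounds plus 3 SD, cut at about 0.9% in these data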;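 note: 0% = DMSO-only wells and 100% = 3 µM delta7-dafachronic acid wells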
* hit, by the source's call; x = no result given.

Second line of a record – NPR2 activator	NPR1 activator	GAA850 FXN act	proKLK7 act	hgDAF12 agonist	ssDAF12 agonist	sPLA2-III inh	DAX1 inh-1	hcDAF-12 act	DAX1 inh-2	SMARCA2 act
- O=C1[C@@H]2[C@H](C(=O)N1Cc1cccnc1)[C@H]1C=C[C@@H]2C1
→ 6.4	2.1	0.8	0.3	-1.2	-0.8	12.1	-0.1	-0.9	-0.5	-0.7
- CC(C)(OC(=O)c1cccs1)c1cc2ccccc2c(=O)o1
→ -5.0	-3.5	-0.9	-0.1	0.9	-1.4	4.2	0.9	-2.3	-0.4	1.6
- COCCN(C)C(=O)CC1C(=O)NCCN1CC(c1ccccc1)c1ccccc1 (stereo unspecified)
→ -1.8	-5.7	1.4	0.6	-2.3	-1.0	-2.4	0.5	1.2	-0.7	-1.0
- COCC(=O)N1CCCC(C(=O)c2ccc(-c3ccccc3)c(F)c2)C1 (stereo unspecified)
→ 1.8	3.5	0.8	-0.1	1.4	-2.0	-4.0	-1.3	-0.4	2.0	-0.5
- COc1ccc(N(C(=O)Nc2ccc(Cl)cc2)C2=NCCC2)cc1
→ -1.1	2.7	1.0	0.2	3.6	-0.6	10.0	-0.5	0.7	0.4	-1.1
- S=c1nc(-c2ccccc2)[nH]n1-c1ccccc1
→ 3.4	1.9	3.7	0.2	1.9	-0.8	7.1	0.0	-0.1	0.6	-1.3
- O=C(COC(=O)C1c2ccccc2Oc2ccccc21)NC1CCS(=O)(=O)C1 (stereo unspecified)
→ -2.3	-0.3	-0.5	-0.2	0.6	-0.6	0.7	2.3	-1.0	-0.2	-1.8
- CCOC(=O)N1CCN(S(=O)(=O)c2ccc(OCC)cc2)CC1
→ 7.4	0.7	0.6	-0.4	-1.4	-1.7	10.6	-0.3	-0.5	-0.6	0.2
- Cn1c(=O)[nH]c(=O)c2c1nc(Br)n2CCSc1ncccn1
→ 0.8	-2.8	2.7	-0.4	1.5	-1.0	-2.1	-0.3	0.0	0.0	-3.1
- NC(=S)N=Nc1c(O)n(C2OC(=O)c3ccccc32)c2ccccc12 (stereo unspecified)
→ -1.9	-1.1	1.1	-0.5	1.2	0.1	1.3	0.3	-0.6	-0.4	0.5

(continued)
Second line of a record – NPR2 activator	NPR1 activator	GAA850 FXN act	proKLK7 act	hgDAF12 agonist	ssDAF12 agonist	sPLA2-III inh	DAX1 inh-1	hcDAF-12 act	DAX1 inh-2	SMARCA2 act
- Cc1ccc(NS(=O)(=O)c2cccc(C(=O)Nc3cccnc3)c2)c(C)c1
→ -0.8	-11.6	-1.0	0.0	-1.7	-1.5	-9.2	-2.1	-3.3	-2.6	-4.8
- COc1cc(S(=O)(=O)NCCCn2ccnc2)ccc1F
→ 1.9	-2.5	-2.5	0.2	-0.1	-1.5	-9.5	-1.1	-2.2	-0.3	2.9
- O=C(O)c1ccn2c(C(=O)c3ccc(Cl)cc3)c(-c3ccccc3)cc2c1
→ -1.9	1.7	1.1	-0.3	1.8	-0.8	-22.4	0.2	2.5	-0.4	-3.3
- CCOC(=O)c1c(S(=O)(=O)NCC(=O)N2CCN(c3ccccc3)CC2)c(C)n(C)c1C
→ -6.4	2.5	1.5	-0.1	-2.1	-1.3	-5.2	0.8	-1.3	0.9	4.1
- CC1(C(=O)Nc2ccc(Cl)c(Cl)c2)CCN1C(=O)C1CCCCC1 (stereo unspecified)
→ 0.9	-0.5	-0.3	0.5	-3.1	-0.7	2.5	x	-0.2	2.4	-7.1
- Cc1cccc(NC(=S)NC2CCSc3ccccc32)c1 (stereo unspecified)
→ -11.1	2.9	1.5	0.1	-1.3	-1.3	-11.0	-0.2	-1.2	-1.1	0.5
- CC(C)n1cc(C(=O)N2CCCC(N3CCN(c4ccc(F)cc4)CC3)C2)cn1 (stereo unspecified)
→ 0.2	2.5	0.5	0.5	-2.9	-0.7	3.7	1.9	-2.4	-0.3	3.4
- Cc1ccc(NC(=O)c2c(O)c3ccccc3n(C)c2=O)nc1
→ 0.6	-5.5	7.1	0.0	5.1	-0.2	3.6	0.5	6.0*	0.5	-4.6
- Cc1cc(C)c2sc(N(CCCN(C)C)C(=O)c3ccc(S(=O)(=O)N(C)Cc4ccccc4)cc3)nc2c1
→ -8.6	-14.2	-1.8	-0.6	0.5	-0.7	-6.9	0.5	1.2	0.9	-1.8
- CS(=O)(=O)N1CCN(c2ccc(NC(=O)CSc3nnc(-c4ccco4)o3)cc2)CC1
→ -1.7	-0.7	0.5	-0.1	1.9	-0.6	9.1	0.8	0.1	-1.9	-4.0

Records listed so far that bear a hit mark in hcDAF-12 act.
SMILES | NPR2 activator | NPR1 activator | proKLK7 act | ssDAF12 agonist | sPLA2-III inh | DAX1 inh-1 | hcDAF-12 act | DAX1 inh-2 | SMARCA2 act
Cc1ccc(NC(=O)c2c(O)c3ccccc3n(C)c2=O)nc1 | 0.6 | -5.5 | 0.0 | -0.2 | 3.6 | 0.5 | 6.0* | 0.5 | -4.6

The results go on.
Second line of a record – NPR2 activator	NPR1 activator	GAA850 FXN act	proKLK7 act	hgDAF12 agonist	ssDAF12 agonist	sPLA2-III inh	DAX1 inh-1	hcDAF-12 act	DAX1 inh-2	SMARCA2 act
- CC1(C)Cc2cccc(OC(=O)NCCc3ccc(F)cc3)c2O1
→ -2.5	2.3	x	-0.1	0.1	-0.9	3.2	x	-2.2	-2.3	-2.1
- O=C1N/C(=C/c2ccco2)C(=O)N1Cc1ccccc1F
→ 5.3	-4.1	1.7	0.7	-3.1	-1.4	-1.4	-0.9	-1.9	0.1	-1.8
- COc1ccc(N2CCN(S(=O)(=O)c3cccs3)CC2)cc1
→ 2.7	3.4	2.2	0.3	-1.5	-1.4	4.7	-1.6	-1.1	-1.3	-1.8
- COc1ccc(CC(=O)NNC(=S)Nc2ccccc2)cc1Cl
→ 2.2	3.8	0.0	-0.1	0.6	-1.7	19.0	-0.6	0.6	-0.3	-2.5
- Cc1ccc(S(=O)(=O)NCCCN2CCCC2)cc1
→ 3.1	0.2	0.1	0.2	-1.3	-1.2	-6.4	1.0	0.8	0.2	-0.4
- Cc1ccc(S(=O)(=O)N2CCC(C(=O)OCC(=O)N(C)c3ccccc3)CC2)cc1C
→ 2.7	2.3	-7.8	0.8	0.0	-0.6	-10.5	-0.5	-0.8	1.6	0.2
- CC(/C=N/NC(=O)Cn1nnc(N)n1)=C\c1ccc(C(C)C)cc1
→ -2.1	0.3	1.3	0.4	1.4	0.0	-16.5	x	-1.9	-0.4	-0.8
- CCNCc1cc2cc(C)ccc2[nH]c1=O
→ -4.5	2.3	-2.9	1.5	0.6	-0.3	3.3	1.6	-0.4	-0.3	-0.2
- C#CCNC(=O)C[C@@H]1C(=O)N2CCCC3=C2[C@@]1(C(=O)OCC)CCC3
→ -1.6	3.6	x	0.2	-0.7	-1.2	7.2	x	0.0	-1.0	-1.5
- Fc1ccc(Cn2nnnc2CN2CCN(C3CCCC3)CC2)cc1
→ 2.6	0.1	1.6	0.3	1.3	-1.7	-1.5	1.4	-0.5	0.4	1.2

Ten entries already listed, ordered by length of the SMILES, smallest number first.
Second line of a record – NPR2 activator	NPR1 activator	GAA850 FXN act	proKLK7 act	hgDAF12 agonist	ssDAF12 agonist	sPLA2-III inh	DAX1 inh-1	hcDAF-12 act	DAX1 inh-2	SMARCA2 act
- Cc1cccc(NC(=S)NC2CCSc3ccccc32)c1 (stereo unspecified)
→ -11.1	2.9	1.5	0.1	-1.3	-1.3	-11.0	-0.2	-1.2	-1.1	0.5
- O=C1N/C(=C/c2ccco2)C(=O)N1Cc1ccccc1F
→ 5.3	-4.1	1.7	0.7	-3.1	-1.4	-1.4	-0.9	-1.9	0.1	-1.8
- CC(C)(OC(=O)c1cccs1)c1cc2ccccc2c(=O)o1
→ -5.0	-3.5	-0.9	-0.1	0.9	-1.4	4.2	0.9	-2.3	-0.4	1.6
- CC1(C)Cc2cccc(OC(=O)NCCc3ccc(F)cc3)c2O1
→ -2.5	2.3	x	-0.1	0.1	-0.9	3.2	x	-2.2	-2.3	-2.1
- COc1ccc(N(C(=O)Nc2ccc(Cl)cc2)C2=NCCC2)cc1
→ -1.1	2.7	1.0	0.2	3.6	-0.6	10.0	-0.5	0.7	0.4	-1.1
- NC(=S)N=Nc1c(O)n(C2OC(=O)c3ccccc32)c2ccccc12 (stereo unspecified)
→ -1.9	-1.1	1.1	-0.5	1.2	0.1	1.3	0.3	-0.6	-0.4	0.5
- COCCN(C)C(=O)CC1C(=O)NCCN1CC(c1ccccc1)c1ccccc1 (stereo unspecified)
→ -1.8	-5.7	1.4	0.6	-2.3	-1.0	-2.4	0.5	1.2	-0.7	-1.0
- CC(C)n1cc(C(=O)N2CCCC(N3CCN(c4ccc(F)cc4)CC3)C2)cn1 (stereo unspecified)
→ 0.2	2.5	0.5	0.5	-2.9	-0.7	3.7	1.9	-2.4	-0.3	3.4
- CS(=O)(=O)N1CCN(c2ccc(NC(=O)CSc3nnc(-c4ccco4)o3)cc2)CC1
→ -1.7	-0.7	0.5	-0.1	1.9	-0.6	9.1	0.8	0.1	-1.9	-4.0
- CCOC(=O)c1c(S(=O)(=O)NCC(=O)N2CCN(c3ccccc3)CC2)c(C)n(C)c1C
→ -6.4	2.5	1.5	-0.1	-2.1	-1.3	-5.2	0.8	-1.3	0.9	4.1

Next section
Second line of a record – NPR2 activator	NPR1 activator	GAA850 FXN act	proKLK7 act	hgDAF12 agonist	ssDAF12 agonist	sPLA2-III inh	DAX1 inh-1	hcDAF-12 act	DAX1 inh-2	SMARCA2 act
- Cc1cc(C)nc(NC(=O)/C=C/c2ccccc2Cl)c1
→ -5.8	0.6	2.8	0.2	12.2*	-0.5	-7.6	1.6	4.1	2.8	6.7
- COC(=O)Cc1ccc(OC(=O)c2cccc(S(=O)(=O)N3CCN(C)CC3)c2)cc1
→ 2.9	-0.6	0.1	-0.2	0.6	-0.5	0.4	-1.7	-1.1	-1.7	-2.7
- CCCc1cc(C(=O)Nc2sc(C)c(CC)c2C#N)no1
→ -0.6	0.6	4.4	0.7	-1.2	-1.2	7.4	0.2	-2.0	-0.1	1.2
- CCOC(=O)C(NC(=O)c1ccccc1)=C1CCCCC1
→ x	x	0.8	0.3	-1.4	-1.4	4.3	-0.1	1.2	0.6	-2.4
- Cc1ccc2[nH]c(=O)c(CN(C(=O)c3cccc([N+](=O)[O-])c3)C(C)C)cc2c1
→ 1.0	-0.7	0.8	0.3	-2.3	-1.3	-3.9	-2.1	-0.5	0.0	-2.2
- CNC(=O)c1c(NC(=O)CS(=O)(=O)c2ccccc2)sc(C)c1C
→ 1.6	5.4	0.0	-0.5	-2.1	0.2	9.7	-1.9	0.2	-1.6	-2.1
- COC(=O)/C=C1\S/C(=N/N=C/c2ccc(Cl)cc2)NC1=O
→ -5.7	-5.6	1.4	0.3	0.7	-1.5	-5.1	1.1	-0.2	-0.5	2.6
- Cc1ccc(S(=O)(=O)Nn2c(C)nnc2-n2nc(C)cc2C)cc1
→ -3.2	1.5	0.8	-0.5	0.7	-0.7	11.4	0.5	-0.7	0.4	-4.4
